# PLCb3 inh: inhibitors of human phospholipase C beta3; Q01970; Purified PLC-beta3, fluorogenic substrate, fluorescence; hit rate 0.18% among 370,000; inhibition, % at 12.2 µM; AID 720704; in the data active = inhibition above about 11%;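 also: 0% = median of compound wells on plate and 100% = full blocker control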
# Tn6 DDE FP: DD(E)-Tn6 binding inhibition, primary FP screen. hit rate 0.21% among 370,000. inhibition, % at 8.3 µM. AID 720509. Fibrin DD(E) TRITC-Tn6 fluorescence polarization displacement. P02675;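 active = inhibition above a per-campaign cutoff: mean of compounds within control limits plus 3 SD, cut at about 15% in these data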;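 also: 0% = median of all compound wells on the plate and 100% = blocking peptide control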
# HGIII-sPLA2 inh: Blocks human group III sPLA2 activity; QFRET BODIPY PC-A2 liposome hydrolysis, fluorescence; hit rate 0.56% among 370,000; AID 743126; inhibition, % at 12.2 µM; Q9NZ20;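 active = inhibition above mean plus 3 SD of compounds lying within the high and low control bounds, cut at about 19% in these data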;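 also: 0% = median of test compound wells and 100% = no enzyme DMSO wells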
# ASAP1 GAP inh: ASAP1 ArfGAP inhibition; Q9ULH1; AID 624377; inhibition, % at 16.5 µM; hit rate 0.19% among 360,000; ASAP1-stimulated ARF1 GTP hydrolysis, GDP FP detection; in the data active = inhibition above about 25%;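 also: 0% = vehicle with enzyme and substrate and 100% = no enzyme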
# Rev-erbA mod: modulators of human Rev-erb alpha DNA binding. Rev-erbα–FITC-DNA binding, fluorescence polarization, 90 min. activity, % at 10 µM. hit rate 0.79% among 370,000;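 active = activity above about 14%, limit read from the data; passing the limit was not always enough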;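 also: 0% = DMSO wells with 35 nM protein and 100% = DMSO wells with 750 nM protein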
# PLCg1 inh: blocks human PLC-gamma1 enzyme activity. P19174. purified PLC-gamma1, fluorogenic substrate, fluorescence. inhibition, % at 12.2 µM. hit rate 0.84% among 370,000. AID 720700; in the data active = inhibition above about 9.5%
# ARFGAP1 inhibitor: inhibitors of rat ARFGAP1; Q62848; Arfgap1-stimulated ARF1 GTP hydrolysis, GDP FP detection; inhibition, % at 16.5 µM; hit rate 0.26% among 360,000; AID 651572;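 active = inhibition above a per-plate limit, mean inhibition of low control wells plus 3 SD, cut at about 25% in these data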;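 also: 0% = DMSO wells with enzyme and 100% = wells lacking Arfgap1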
#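 System: truncated rat Arfgap1 GAP domain / Benchmarks: high control wells lacking Arfgap1, low control full reaction with DMSO / Times: compound-enzyme preincubation 20 min, reaction 120 min, detection 60 min, 25 °C / Repeats: one replicate per compound / Also added: human ARF1(Δ1-17)-GTP substrate / Measured by: Tracer-displacement fluorescence polarization with EDTA stop, 620/688 nm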
# KLK7 zymogen act: proKLK7 (human) activation, primary screen; hit rate 0.9% among 370,000; P49862; activation, % at 7 µM; purified proKLK7, EDANS-DABCYL substrate fluorescence; 100% is mature enzyme control, 0% vehicle; AID 652039;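 active = activation above the mean of all tested compounds plus 3 SD, computed per campaign excluding outliers beyond control limits, cut at about 13% in these data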
# DDE Tn7 FP inh: inhibitors of Tn7 peptide binding to human fibrin DD(E). P02675. FP displacement of FITC-Tn7 peptide from fibrin DD(E); 0% = median of compound wells per plate. inhibition, % at 8.3 µM. hit rate 0.13% among 370,000. AID 720508;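 active = inhibition above the mean of compounds falling within the control limits plus 3 SD of them, cut at about 14% in these data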;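 also: 0% = plate median of compound wells and 100% = 10 µM Aha-Tn7 peptide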
#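 Assay system: human fibrin DD(E) protein / Input: 2 µM fibrin DD(E) / Benchmarks: high control of 10 µM Aha-Tn7 peptide / Measured by: fluorescence polarization of the labelled Tn7 tracer / Medium: Tris buffer with calcium and detergent, pH 7.8 / Timing: 10 min compound pre-incubation, 3 h probe incubation at room temperature / Repeats: one replicate per compound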
# UHRF1 binding: blocks human UHRF1 binding to methylated DNA | hit rate 0.75% among 370,000 | UHRF1 binding to methylated oligo, TR-FRET | inhibition, % at 4.4 µM; in the data active = inhibition above about 21%;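 also: UHRF1 SRA domain binding a hemimethylated CpG hairpin DNA probe; 0% = median of test compound wells and 100% = reference inhibitor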
# * = called active by the depositor. An unsorted share of the library. About 4.5% of those tested had a hit in this group.
PLCb3 inh,ARFGAP1 inhibitor,ASAP1 GAP inh,PLCg1 inh,DDE Tn7 FP inh,structure,KLK7 zymogen act,UHRF1 binding,Rev-erbA mod,HGIII-sPLA2 inh,Tn6 DDE FP
-7,-5,5,0,0,CC(=O)c1c(C)[nH]c(C(=O)N2CCc3ccccc32)c1C,-0.2,1,1,3,4
-5,3,1,0,-3,C/C(=N\Nc1ncc(Br)cn1)c1cccc([N+](=O)[O-])c1,-0.3,1,-3,10,0
-6,-10,-1,-3,1,O=C(OCCO)c1c(-c2ccccc2)oc2c1C(OCCO)CCC2 (stereo not given),0.8,-2,0,9,-1
2,-7,12,-2,1,COC(=O)N/N=C/C1=CCC2CC1C2(C)C (stereo not given),-0.3,0,-1,-3,-2
-1,-3,16,4,-3,CCC(=O)NC(Nc1ccccn1)(C(=O)OC)C(F)(F)F (stereo not given),-0.1,-3,4,-2,-2
3,15,-2,4,-3,Cc1ccc(-c2nnc(N)o2)cc1,-0.3,6,4,9,-8
-4,5,1,-2,-4,CCn1c2ccccc2c2nnc(SCC(=O)Nc3c(C)n(C)n(-c4ccccc4)c3=O)nc21,0.6,-4,-4,15,4
-1,1,-10,-1,-3,O=C(/C=C/[C@H]1O[C@@H](n2ccc(=O)[nH]c2=O)[C@H](O)[C@@H]1O)NCc1ccccn1,0.2,7,2,9,3
-22,3,-8,-17,-1,CC(=O)c1c(O)cc(C(C)C)n(-c2ccccc2)c1=O,1.3,-2,-1,-6,4
-2,9,0,1,-4,CCCN=C(N)/C(C(=O)OCC)=C(\O)c1ccc(OC)cc1,0.6,-6,-3,-2,-6
-39,5,9,-35,2,CCC(CO)Oc1cc(NCc2ccc(C(F)(F)F)cc2)c2ncn(C(C)C)c2c1 (stereo not given),0.4,-4,-5,4,7
-4,11,8,-2,4,O=C1CN(C(=O)CSc2nc3cc(Cl)ccc3c(=O)n2Cc2ccccc2)c2ccccc2N1,-0.1,1,12,10,8
-55,4,3,-34,5,CCOC(=O)CSC1=N/C(=C/c2ccc(-n3cncn3)cc2)C(=O)N1C(C)=O,-3.4,-3,0,-1,0
-81,-11,9,-60,-1,Cc1c(C(=O)O)cccc1-c1ccc(/C=N/Nc2ccc(Br)cc2)o1,-0.2,0,3,-16,-1
-1,-2,-5,-2,8,Cc1nnc(NC(=O)c2cccc(NC(=O)C(C)C)c2)s1,-0.2,0,0,9,3
-3,-6,4,0,2,CCc1ccc(Nc2nc(N)nc(CSc3nc4ccccc4s3)n2)cc1,-0.5,4,0,24*,-4
-73,1,-2,-57,-4,O=C(O)c1cc(NCc2ccc(F)cc2)ccc1N1CCOCC1,-20,1,-2,-2,8
-2,-2,9,-2,-1,COc1ccc(CCNC(=O)/C=C/c2ccc(S(=O)(=O)N3CCOCC3)cc2)cc1,0.5,-2,-2,-5,11
4,-4,-1,7,4,O=C(Nc1cccc(C(=O)N2CCCC2)c1)c1ccccc1Cl,-0.2,1,-1,-5,5
-9,3,-18,2,1,CN1CCC(N(C)S(=O)(=O)c2ccc(NC(=O)COc3ccc(Cl)cc3)cc2)CC1,0.3,2,0,-14,4
0,-4,4,1,1,O=C(c1ccc(Cl)cc1)c1c[nH]c(C(=O)NNc2cccc(Cl)n2)c1,-0.1,-1,4,10,2
-1,1,-3,3,1,Cc1cc(C(=O)Nc2ccc(C#N)cc2)on1,0.2,-2,0,-1,11
-11,10,-14,-7,-1,COc1ccc(/C=C/C(=O)Nc2ccc3c(c2)CCC3)cc1OC,-0.4,-1,-3,-7,-18
-2,2,-3,4,4,O=C(NC1CC1)c1ccc(Cl)c(S(=O)(=O)N2CCOCC2)c1,-0.3,3,0,12,-6
-6,-1,-5,-1,-1,COCC(C)NC(=O)CSc1nnc(-c2cccc(S(=O)(=O)N3CCCCC3)c2)o1 (stereo not given),-0.2,1,-1,2,-1
-37,0,0,-28,1,O=C(OCc1cc(=O)n2cc(Br)ccc2n1)C1COc2ccccc2O1 (stereo not given),6.3,2,2,6,-3

# Structural class: the compounds so far with four or more nitrogen atoms (9)
PLCb3 inh,ARFGAP1 inhibitor,ASAP1 GAP inh,PLCg1 inh,DDE Tn7 FP inh,structure,KLK7 zymogen act,UHRF1 binding,Rev-erbA mod,HGIII-sPLA2 inh,Tn6 DDE FP
-5,3,1,0,-3,C/C(=N\Nc1ncc(Br)cn1)c1cccc([N+](=O)[O-])c1,-0.3,1,-3,10,0
-4,5,1,-2,-4,CCn1c2ccccc2c2nnc(SCC(=O)Nc3c(C)n(C)n(-c4ccccc4)c3=O)nc21,0.6,-4,-4,15,4
-1,1,-10,-1,-3,O=C(/C=C/[C@H]1O[C@@H](n2ccc(=O)[nH]c2=O)[C@H](O)[C@@H]1O)NCc1ccccn1,0.2,7,2,9,3
-4,11,8,-2,4,O=C1CN(C(=O)CSc2nc3cc(Cl)ccc3c(=O)n2Cc2ccccc2)c2ccccc2N1,-0.1,1,12,10,8
-55,4,3,-34,5,CCOC(=O)CSC1=N/C(=C/c2ccc(-n3cncn3)cc2)C(=O)N1C(C)=O,-3.4,-3,0,-1,0
-1,-2,-5,-2,8,Cc1nnc(NC(=O)c2cccc(NC(=O)C(C)C)c2)s1,-0.2,0,0,9,3
-3,-6,4,0,2,CCc1ccc(Nc2nc(N)nc(CSc3nc4ccccc4s3)n2)cc1,-0.5,4,0,24*,-4
0,-4,4,1,1,O=C(c1ccc(Cl)cc1)c1c[nH]c(C(=O)NNc2cccc(Cl)n2)c1,-0.1,-1,4,10,2
-6,-1,-5,-1,-1,COCC(C)NC(=O)CSc1nnc(-c2cccc(S(=O)(=O)N3CCCCC3)c2)o1 (stereo not given),-0.2,1,-1,2,-1

# Source: PubChem BioAssay (several laboratories)
